PME-1 inh: blocks human protein phosphatase methylesterase 1. Q9Y570. recombinant PME-1, FP-Rh probe fluorescence polarization. inhibition, % at 5.9 µM. 320,000 tested, 0.53% active;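 active = inhibition above the campaign mean of all compounds plus 3 SD, cut at about 26% in these data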;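 note: competitive labeling of PME-1 active site by serine hydrolase directed probe; 0% = PME-1 with DMSO and 100% = wells lacking PME-1 enzyme; inhibitors block probe labeling so polarization falls and inhibition rises; many of its hits are not listed in these tables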
Target sequence (Q9Y570 whole entry, looked up): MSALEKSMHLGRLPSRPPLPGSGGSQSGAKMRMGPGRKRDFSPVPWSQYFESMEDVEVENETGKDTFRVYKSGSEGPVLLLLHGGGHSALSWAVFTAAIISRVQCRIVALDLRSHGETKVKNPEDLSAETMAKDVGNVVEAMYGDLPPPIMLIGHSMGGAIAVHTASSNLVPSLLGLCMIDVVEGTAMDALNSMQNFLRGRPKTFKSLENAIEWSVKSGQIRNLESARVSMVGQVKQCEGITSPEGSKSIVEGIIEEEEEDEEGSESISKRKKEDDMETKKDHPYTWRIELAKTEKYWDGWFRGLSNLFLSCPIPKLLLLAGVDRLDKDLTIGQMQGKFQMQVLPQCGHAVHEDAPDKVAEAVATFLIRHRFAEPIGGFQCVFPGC
pPAFAH FP inh: pPAFAH (human) enzyme inhibition. recombinant pPAFAH, FP-rhodamine probe fluorescence polarization. inhibition, % at 3.39 µM. 330,000 tested, 1.5% active;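 active = inhibition above the mean inhibition across the screen plus 3 SD, cut at about 25% in these data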;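 note: inhibitors block binding of the rhodamine activity-based probe so polarization drops; 0% = enzyme with DMSO and 100% = wells lacking pPAFAH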
Fam108B inh: blocks mouse Fam108B hydrolase in RBBP9 counter-screen; inhibition, % at 9.51 µM; recombinant Fam108B, FP-Rh probe fluorescence polarization; 300,000 tested, 0.33% active;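 active = inhibition above the screen mean inhibition plus 3 SD, computed separately per campaign, cut at about 18% in these data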;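 note: inhibitors lower polarization as less probe binds the enzyme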
AHR activator: activates the human aryl hydrocarbon receptor; AHR-responsive luciferase reporter cells, luminescence; activation, % at 5 µM; 320,000 tested, 2.5% active; AID 2796; in the data active = activation above about 47%;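 note: 0% = vehicle wells and 100% = reference agonist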
MCL1-BIM inh: MCL1-BIM-BH3 interaction inhibition (human); inhibition, % at 10.9 µM; 320,000 tested, 0.68% active; GST-MCL1 / FITC-Bim-BH3 fluorescence polarization;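 active = inhibition above the mean inhibition of all tested compounds plus 3 SD, set per campaign, cut at about 40% in these data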;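 note: 0% = DMSO wells and 100% = unlabeled Bim-BH3 peptide control; higher means more loss of mP so more displacement of Bim peptide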
MEX-5 binding: C. elegans MEX-5 TCR-2 RNA binding activity | Q9XUB2 | 300,000 tested, 0.38% active | MEX-5/FITC-TCR2 RNA binding, fluorescence polarization; active compounds read low | activity score (negative = inhibition of binding), % at 10 µM;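 active = inhibition past about -25% in most replicates, and total fluorescence under double the plate's negative control median, limit read from the data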;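 note: 0% = DMSO and -100% = 5 µM competing unlabeled TCR2 RNA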
Target sequence (Q9XUB2 whole entry, looked up): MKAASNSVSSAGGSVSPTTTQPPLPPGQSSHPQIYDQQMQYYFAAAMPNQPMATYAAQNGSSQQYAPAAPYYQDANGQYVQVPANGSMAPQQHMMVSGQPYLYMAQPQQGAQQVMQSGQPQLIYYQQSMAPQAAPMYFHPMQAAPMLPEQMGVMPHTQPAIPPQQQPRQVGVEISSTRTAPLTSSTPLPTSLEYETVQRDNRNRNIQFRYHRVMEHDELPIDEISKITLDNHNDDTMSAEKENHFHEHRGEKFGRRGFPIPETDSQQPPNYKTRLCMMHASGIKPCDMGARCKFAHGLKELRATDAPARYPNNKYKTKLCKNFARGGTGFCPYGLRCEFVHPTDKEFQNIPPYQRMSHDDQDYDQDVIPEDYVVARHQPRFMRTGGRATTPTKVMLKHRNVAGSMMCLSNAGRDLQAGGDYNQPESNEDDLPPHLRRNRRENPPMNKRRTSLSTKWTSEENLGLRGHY
GLD-1 TGE inh: GLD-1-TGE RNA interaction inhibition (C. elegans) | Q17339 | purified GLD-1 + fluorescein TGE RNA, fluorescence polarization | inhibition, % at 5.96 µM | 320,000 tested, 0.44% active;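 active = percent inhibition above a per-plate cutoff, the plate mean of test compounds plus 3 SD, cut at about 30% in these data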;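 note: 0% = DMSO wells with GLD-1 and probe and 100% = wells lacking GLD-1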
PAFAH1B2 FP inh: inhibitors of human PAFAH1B2. P68402. recombinant PAFAH1B2, FP-rhodamine activity probe, fluorescence polarization. inhibition, % at 3.39 µM. 340,000 tested, 1.2% active. AID 492953;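 active = inhibition above the mean of all tested compounds plus 3 SD, cut at about 24% in these data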;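 note: 0% = enzyme with DMSO and 100% = wells lacking PAFAH1B2; many of its hits are not listed in these tables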
Target sequence (P68402 whole entry, looked up): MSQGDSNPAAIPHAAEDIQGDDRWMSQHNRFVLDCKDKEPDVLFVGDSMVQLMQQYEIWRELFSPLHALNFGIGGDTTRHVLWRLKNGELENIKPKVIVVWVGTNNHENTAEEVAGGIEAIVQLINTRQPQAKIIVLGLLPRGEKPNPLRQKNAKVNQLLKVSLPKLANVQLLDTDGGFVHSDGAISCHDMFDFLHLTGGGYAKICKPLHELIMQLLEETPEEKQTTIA
Bcl-xL primary: Bcl-xL (human) inhibition; Q07817; GST-Bcl-xL / FITC-Bim BH3 peptide fluorescence polarization; inhibition, % at 10.9 µM; 320,000 tested, 0.7% active; AID 2129;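 active = inhibition above the mean of all tested compounds plus 3 SD, cutoff set per campaign, cut at about 30% in these data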;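 note: 0% = DMSO wells and 100% = unlabeled Bim-BH3 peptide competitor; inhibitors lower millipolarization by displacing the labeled peptide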
The depositor's hits bear a star; x = no result given. This is a subset (hit frequency here may not be typical).

# | compound | PME-1 inh | pPAFAH FP inh | Fam108B inh | AHR activator | MCL1-BIM inh | MEX-5 binding | GLD-1 TGE inh | PAFAH1B2 FP inh | Bcl-xL primary
1 | CCSc1nc2c(c(=O)n1Cc1ccccc1)SC(C)C2 (stereo not given) | 3 | 2 | 7 | 0 | 5 | -0.5 | 3 | 6 | 1
2 | O=C(Nc1ccccc1)Nc1cccc(Cl)c1 | -4 | -7 | -3 | 5 | 3 | 0.0 | 6 | -1 | 6
3 | COC(=O)c1sc(NC(=O)c2cnccn2)c(C(=O)OC)c1C | 1 | -3 | 3 | 0 | -1 | -2.1 | -13 | x | 7
4 | COc1ccc(-c2nnn(CC(=O)N(CC(=O)NC3CCCC3)c3cccc(C)c3)n2)cc1OC | -3 | 2 | 2 | -3 | 0 | -0.1 | 4 | 1 | 2
5 | COc1ccc(NC2CCCN(C(=O)CCN3CCCC3=O)C2)cc1OC (stereo not given) | 10 | 9 | -2 | 5 | 15 | 0.7 | 11 | 5 | 11
6 | O=C(COc1ccccc1C(=O)NCC1CCCO1)Nc1ccc(Br)cc1 (stereo not given) | 4 | 2 | -3 | 6 | 1 | 0.4 | -5 | 2 | -3
7 | O=C(NCCCN1CCN(CCCNC(=O)c2ccccc2F)CC1)c1ccccc1F | -5 | 10 | 3 | 2 | 3 | -2.2 | 2 | -3 | -1
8 | Cc1ccccc1S(=O)(=O)Cc1ccc(C(=O)NCCCN(C)Cc2ccccc2)o1 | -1 | 0 | -1 | 1 | 0 | -0.3 | 3 | 1 | 3
9 | CCCCn1c(N)c(N(CCC(C)C)C(=O)COC(=O)c2cccnc2Cl)c(=O)[nH]c1=O | 1 | -5 | x | 4 | -10 | x | 1 | -4 | -9
10 | O=C(O)[C@H]1CCCC[C@H]1C(=O)Nc1ccc(S(=O)(=O)N2CCCCC2)cc1 | -3 | 0 | 0 | -4 | 1 | 0.3 | 2 | 5 | -2
11 | Nc1c(C(=O)NCCc2ccccc2)nnn1Cc1ccc(Cl)cc1 | 1 | 0 | -3 | 12 | 0 | -1.5 | -4 | 4 | -3
12 | Cc1ccccc1NC(=O)/C(C#N)=C/c1ccsc1 | 10 | 8 | -1 | 70* | 2 | 1.2 | -3 | 9 | 4
13 | COc1ccc(C)cc1NC(=O)Nc1ccccc1SC | -1 | 2 | 6 | 15 | 7 | 0.1 | 2 | 2 | 4
14 | COc1ccc2nc(CCN(C)C(=O)C3CCC(=O)N(Cc4cccc(F)c4)C3)[nH]c2c1 (stereo not given) | 2 | 5 | 2 | 4 | 1 | -1.4 | 0 | 0 | 6
15 | COC(C(=O)NNC(=O)CCc1ccccc1)c1ccccc1 (stereo not given) | 0 | -2 | -1 | 0 | 12 | 3.2 | -6 | 1 | 7
16 | Cc1nc(SCC(=O)NC2CCCC2)c2c(C)c(C)sc2n1 | -1 | 6 | 1 | 6 | -5 | -4.9 | -4 | 9 | -2
17 | CCOc1ccc(-c2c(C(=O)N/N=C/c3sccc3C)nnn2-c2nonc2N)cc1 | -10 | 0 | -13 | 2 | -3 | 1.2 | 7 | 1 | -1
18 | O=C(COC(=O)c1ccc(F)cc1)Nc1ccc(Cl)cn1 | -4 | 8 | 0 | -1 | 3 | -0.1 | 4 | 3 | 8
19 | COc1ccc(N2CCN(S(=O)(=O)c3c[nH]c(=O)[nH]c3=O)CC2)cc1 | 5 | -1 | 2 | 0 | 4 | 0.2 | 4 | 3 | 6
20 | CCCOc1ccc(Cn2c(C)nc([N+](=O)[O-])c2SCC(O)COC)cc1[N+](=O)[O-] (stereo not given) | 0 | 4 | 5 | 4 | 0 | -0.1 | 4 | -2 | 4
21 | COc1ccc(CCNC(=O)C2CC=CCC2C(=O)O)cc1 (stereo not given) | 1 | 6 | 4 | -2 | 8 | -1.4 | 5 | 9 | -1
22 | CCN(CC)S(=O)(=O)c1ccc(NC(=O)c2c(-c3ccccc3)noc2C)cc1 | 2 | 2 | 0 | -1 | 4 | 2.7 | 4 | 2 | 3
23 | O=C(Nc1nccs1)c1cccc(S(=O)(=O)N2CCOCC2)c1 | -12 | -4 | 8 | 9 | 9 | 1.5 | 3 | 1 | -1
24 | COc1cc(OC)c(C=O)c(OC(=O)N2CCOCC2)c1 | -2 | 0 | 2 | 3 | 3 | 1.1 | 2 | 2 | 4
25 | CCc1sc(N)nc1-c1ccccc1 | 5 | -1 | 6 | 5 | 3 | 1.6 | -7 | -1 | 3
26 | Cc1ccc2oc(=O)c3cc(C(=O)NCCN4CCc5ccccc5C4)sc3c2c1 | 5 | -7 | 2 | 7 | 6 | -3.1 | 0 | 0 | 3
27 | CC1(C)CC(=O)C(N=Nc2ccc(Cl)cc2)=C(O)C1 | -4 | 2 | 2 | 0 | -9 | 1.7 | 8 | -4 | 4
28 | COc1ccc(NC(=O)N2c3ccc(OC)cc3C(C)=CC2(C)C)cc1 | -3 | 6 | 0 | -5 | 0 | 1.3 | 16 | 0 | 11
29 | CCC[C@@H]1CCCO[C@@](C(=O)NCCN2CCOCC2)(C(F)(F)F)C1 | 6 | 7 | -2 | -1 | 5 | 1.6 | -3 | 6 | 5
30 | Cc1sc(NC(=O)c2ccc(Cl)s2)c(C(N)=O)c1C | -3 | 9 | -3 | 98* | 7 | 1.3 | -3 | -1 | 4
31 | COc1ccc(CNC(=O)COC(=O)[C@H](Cc2ccccc2)NC(=O)c2cccs2)cc1 | x | 3 | x | 0 | x | x | 2 | 3 | x
32 | Cc1nc(N2CCC(C)CC2)c2c(C)c(C(=O)Nc3ccccc3C(F)(F)F)sc2n1 | -1 | -4 | -7 | 2 | 10 | -0.7 | -6 | -1 | 0
33 | C[C@H](CO)N1C[C@H](C)[C@@H](CN(C)C(=O)Nc2ccccc2)Oc2c(NC(=O)Nc3ccccc3)cccc2C1=O | x | 3 | x | 0 | x | x | 5 | 14 | x
34 | Cc1ccc(OCC(=O)Nc2ccc(NC(=O)c3ccccc3)cc2)cc1C | -13 | 1 | -16 | -1 | -3 | -3.2 | 0 | -5 | -1
35 | CCOC(=O)[C@H]1[C@H]2COc3ccc(Br)cc3[C@@H]2N2C(=O)CN(Cc3ccccc3)C(=O)[C@@]12C | -1 | 0 | x | -2 | 2 | x | 27 | 3 | 3
36 | COc1ccc(CCNC(=O)c2ccccc2N(C)S(=O)(=O)c2ccccc2)cc1 | 1 | 2 | -8 | 18 | -1 | -1.4 | 5 | 1 | -1
37 | Cn1c(SCC(=O)NC(=O)CN2CCCC2=O)nnc1-c1ccc(F)cc1 | 1 | 2 | -2 | 0 | -2 | 2.4 | 0 | 0 | -5
38 | Nc1nc(COC(=O)CCC(=O)c2ccc(Cl)cc2)nc(Nc2ccccc2)n1 | -5 | -8 | x | 2 | -18 | x | 4 | 4 | -3
39 | COc1ccc(NC(=O)C2CC(=O)NC3=C2C(=O)CC(C)(C)C3)cc1 (stereo not given) | 2 | -1 | 2 | -2 | 1 | -0.8 | 4 | 4 | 3
40 | Cc1cc(Br)c(OCC(=O)NN)c2c1CCC2 | 1 | 1 | -1 | 1 | 8 | 0.5 | 0 | -4 | 3
41 | COc1ccc(CN2CCCC(CO)(Cc3cccc(Cl)c3)C2)cc1OC (stereo not given) | -2 | 4 | 1 | 0 | 2 | -2.2 | 3 | -3 | 4
42 | COC(=O)c1ccc(C2OCC(C)(C)CO2)cc1 | 4 | -5 | -5 | 7 | -19 | 1.0 | -5 | 10 | -14
43 | Cc1ccc2c(c1)COc1c3ccc(C(=O)NCC4CC4)cc3nn1-2 | -15 | 0 | 3 | -8 | 2 | -2.9 | 2 | 5 | 5
44 | CCNc1ccccc(C(=O)/C=C/c2ccc3c(c2)OCO3)c1=O | 3 | 32* | 6 | 9 | 35 | -4.5 | 0 | 5 | 9
45 | Cc1ccc(C)c(NC(=O)CSc2nc3c(c(=O)n2C)SC(C)C3)c1 (stereo not given) | 3 | 3 | -1 | 0 | 5 | 1.1 | 3 | -1 | 1
46 | O=C(Nc1nnc(C2CC2)s1)C1COc2ccccc2O1 (stereo not given) | 2 | -2 | 2 | 0 | 3 | 0.6 | 6 | 0 | -1
47 | CCCCN1C(=O)c2ccccc2C1C(=O)NC1CCCC1 (stereo not given) | -2 | 1 | 4 | 4 | -4 | -0.3 | -2 | 0 | -2
48 | O=C(O)Cc1ccc(NC(=O)c2ccc(NC(=O)c3ccco3)cc2)cc1 | -10 | -6 | -10 | 3 | 1 | x | 9 | 2 | 3
49 | CCOC(=O)CSc1nnc2n1C(C)(C)Cc1ccccc1-2 | -6 | -2 | 0 | 1 | 7 | 0.3 | 2 | 6 | 3
50 | CCn1ncc(S(=O)(=O)Nc2cccnc2)c1C | 5 | 5 | -1 | -4 | 8 | -2.1 | 7 | -8 | 11

(cont.)
# | compound | PME-1 inh | pPAFAH FP inh | Fam108B inh | AHR activator | MCL1-BIM inh | MEX-5 binding | GLD-1 TGE inh | PAFAH1B2 FP inh | Bcl-xL primary
51 | CCCCc1c(O)nc(SCC(=O)N2CCCCC2)n(-c2ccccc2C)c1=O | -3 | 7 | 1 | 4 | -6 | -0.3 | -14 | 0 | 0
52 | COC(=O)c1cccc(NC(=O)Cc2ccc(OC)cc2)c1C | -3 | 2 | -1 | 3 | 4 | 0.0 | 5 | -1 | -1
53 | CC(=O)Nc1cccc(NC(=O)CS(=O)(=O)c2cn(CC(=O)N3CCOCC3)c3ccccc23)c1 | 0 | 5 | -3 | 3 | 1 | 0.7 | 5 | 6 | -3
54 | Cn1cc([N+](=O)[O-])c(C(=O)NC2CCCCCCC2)n1 | -7 | 2 | 6 | 0 | -3 | -1.9 | 5 | 8 | 2
55 | COC(=O)C1=C(CSc2nc3ccccc3o2)NC(=O)NC1c1cc(C)ccc1C (stereo not given) | -8 | 0 | -4 | 3 | 10 | -2.8 | 4 | -2 | 4
56 | C/C(=C\c1ccc2c(c1)OCO2)C(=O)c1c(C)cc(C)[nH]c1=O | -8 | -6 | -6 | 8 | -20 | 1.6 | -7 | 0 | -15
57 | CC(=O)OCC1OC(OC(C)=O)C(NC(=O)c2cccnc2)C(OC(C)=O)C1OC(C)=O (stereo not given) | -6 | 1 | -2 | 1 | 2 | 0.7 | -2 | -1 | 2
58 | CN(CC(=O)Nc1ccccc1C(F)(F)F)C(=O)C1CCN(C(=O)c2ccc(Cl)cc2)CC1 | -3 | 4 | 2 | 2 | 7 | -2.9 | 5 | 8 | 8
59 | O=C(NNC(=O)c1ccccc1[N+](=O)[O-])c1ccccn1 | 2 | 2 | 3 | 3 | -1 | -29* | -5 | 5 | -7
60 | Cc1cccc(C(=O)NCc2nnc(SCC(=O)N3CCN(c4ccccc4)CC3)n2C)c1 | -2 | 0 | 1 | 2 | -9 | -1.0 | -9 | 10 | -4
61 | CCOc1ccccc1NC(=O)NNS(=O)(=O)c1cc(OC)ccc1OC | 2 | 3 | 0 | 10 | 4 | 3.9 | 1 | -2 | 3
62 | N#Cc1nc(-c2ccccc2F)oc1NC1CCCCC1 | 5 | 3 | 0 | 8 | 1 | -1.7 | 12 | 0 | 3
63 | CN(C)CCCN1C(=O)CSC1c1ccc([N+](=O)[O-])cc1 (stereo not given) | -7 | 1 | 0 | 0 | -4 | -4.9 | 6 | 1 | 4
64 | Cc1nc2nc(SCC(=O)NCCCN3CCCCC3)nn2c(C)c1Cc1ccccc1 | 0 | 0 | 4 | -2 | -1 | -3.6 | -3 | 2 | 2
65 | Oc1c(C(Nc2cccc(C(F)(F)F)c2)c2ccncc2)ccc2cccnc12 (stereo not given) | 0 | 10 | 8 | 3 | 10 | -0.2 | -3 | 5 | 10
